ZTA counter – counter-screen for EBNA-1 inhibitors: inhibitors of Epstein-Barr virus ZTA | P03206 | ZTA-DNA binding, fluorescence polarization | inhibition, % at 11 µM | 0.15% of 320,000 active; in the data active = inhibition above about 33%
Target sequence (P03206 whole entry, looked up): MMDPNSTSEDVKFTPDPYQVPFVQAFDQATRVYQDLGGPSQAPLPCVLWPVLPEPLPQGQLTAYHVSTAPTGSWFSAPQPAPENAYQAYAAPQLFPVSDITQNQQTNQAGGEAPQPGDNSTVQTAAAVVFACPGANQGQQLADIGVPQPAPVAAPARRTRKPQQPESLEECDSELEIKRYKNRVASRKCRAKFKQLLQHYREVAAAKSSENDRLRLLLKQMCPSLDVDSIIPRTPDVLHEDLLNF
PAFAH2 FP inh – PAFAH2 (human) inhibition; Q99487; recombinant PAFAH2, FP-rhodamine activity probe, fluorescence polarization; inhibition, % at 3.39 µM; 0.99% of 340,000 active; AID 492956;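 active = inhibition above the mean over all tested compounds plus 3 SD, cut at about 30% in these data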;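 also: inhibitors block probe labeling of enzyme so polarization drops; 0% = enzyme with DMSO and 100% = wells lacking PAFAH2 protein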
PREPL inh – inhibits the human prolyl oligopeptidase-like enzyme; AID 2751; 0.68% of 320,000 active; inhibition, % at 5.96 µM; recombinant PREPL, fluorescence polarization activity-based probe; Q4J6C6; in the data active = inhibition above about 43%;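 also: 0% = enzyme with DMSO and 100% = wells lacking enzyme; many of its hits are not listed in these tables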
EBNA-1 inh – blocks EBNA-1 binding to DNA | EBNA-1 DNA binding, fluorescence polarization | inhibition, % at 14.8 µM | 0.34% of 300,000 active; in the data active = inhibition above about 28%
PAD4 FP inh – blocks human protein arginine deiminase 4; recombinant PAD4, RCA probe fluorescence polarization; inhibition, % at 6.36 µM; 0.41% of 330,000 active;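 active = percent inhibition above a cutoff equal to the mean of all tested compounds plus 3 SD, cut at about 15% in these data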;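 also: 0% = PAD4 with RCA probe and DMSO and 100% = probe without PAD4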
LYPLA2 counter – blocks human lysophospholipase 2, a PME1 counter-screen. 0.38% of 320,000 active. recombinant LYPLA2, FP-Rh probe fluorescence polarization. inhibition, % at 5.9 µM. O95372;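 active = inhibition above the screen-wide mean plus 3 SD, limit set per campaign, cut at about 26% in these data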;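 also: 0% = LYPLA2 with DMSO and 100% = wells lacking LYPLA2 enzyme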
LYPLA1 inh – counter-screen for PME1 inhibitors: inhibitors of human LYPLA1; O75608; recombinant LYPLA1, FP-Rh probe fluorescence polarization; inhibition, % at 5.9 µM; 0.16% of 320,000 active;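 active = inhibition above the mean of all tested compounds plus 3 SD, set per campaign, cut at about 14% in these data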;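 also: inhibitors block serine hydrolase probe labeling of LYPLA1 so polarization falls; 0% = enzyme with DMSO and 100% = wells lacking LYPLA1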
Target sequence (O75608 whole entry, looked up): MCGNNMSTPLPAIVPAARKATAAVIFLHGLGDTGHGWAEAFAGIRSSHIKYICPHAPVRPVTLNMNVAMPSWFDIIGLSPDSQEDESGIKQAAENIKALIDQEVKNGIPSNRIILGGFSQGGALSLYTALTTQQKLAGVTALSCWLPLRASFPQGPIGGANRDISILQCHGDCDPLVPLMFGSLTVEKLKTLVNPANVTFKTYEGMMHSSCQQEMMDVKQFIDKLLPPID
GSTO1 inh – blocks human GSTO1 in RBBP9 counter-screen; P78417; recombinant GSTO1, activity-based probe fluorescence polarization; inhibition, % at 5.96 µM; 1.1% of 300,000 active; AID 1974;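 active = inhibition above the campaign mean inhibition plus 3 SD, cut at about 35% in these data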;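 also: 0% = GSTO1-1 with DMSO and 100% = wells lacking GSTO1-1 enzyme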
Target sequence (P78417 whole entry, looked up): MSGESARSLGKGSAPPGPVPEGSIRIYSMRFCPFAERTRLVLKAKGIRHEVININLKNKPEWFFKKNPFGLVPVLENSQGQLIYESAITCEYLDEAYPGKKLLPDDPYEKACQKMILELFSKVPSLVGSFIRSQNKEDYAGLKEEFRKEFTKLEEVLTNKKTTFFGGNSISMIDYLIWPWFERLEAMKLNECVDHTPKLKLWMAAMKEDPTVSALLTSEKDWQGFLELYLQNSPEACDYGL
PAFAH1B3 inh – inhibitors of human PAFAH1B3; Q15102; recombinant PAFAH1B3, FP-rhodamine probe, fluorescence polarization; 0.28% of 340,000 active; inhibition, % at 3.39 µM;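 active = inhibition above the screen-wide average of all tested compounds plus 3 SD, cut at about 25% in these data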;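 also: 0% = enzyme with DMSO only and 100% = wells lacking PAFAH1B3 protein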
Target sequence (Q15102 whole entry, looked up): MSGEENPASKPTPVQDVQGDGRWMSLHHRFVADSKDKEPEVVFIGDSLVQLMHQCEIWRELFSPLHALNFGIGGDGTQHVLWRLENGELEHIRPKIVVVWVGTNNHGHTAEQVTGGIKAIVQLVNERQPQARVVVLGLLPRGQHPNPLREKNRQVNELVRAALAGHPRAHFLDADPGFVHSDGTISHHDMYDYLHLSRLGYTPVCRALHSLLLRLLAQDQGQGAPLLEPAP
* hit, by the source's call; / = no result given. The list is partial (hit frequency here may not be typical).

1) CCOc1ccc(C(=O)NCC2OCCc3ccccc32)cc1 (stereo not drawn)
2) CC(C)C(=O)Nc1ccc2c(c1)Cc1cc(NC(=O)C(C)C)ccc1-2
3) CC(C)(C)C(=O)N(Cc1nc2ccccc2c(=O)[nH]1)Cc1cccs1
4) N#CCc1ccc(NC(=O)Nc2cccc3ccccc23)cc1
5) O=C(Cc1ccccc1)NCCSC1CCCCC1
Assay by compound	1	2	3	4	5
ZTA counter	-9	-4	-13	-8	-3
PAFAH2 FP inh	7	2	-1	-4	3
PREPL inh	-4	14	12	23	11
EBNA-1 inh	0	-1	-4	17	-4
PAD4 FP inh	0	2	0	-5	0
LYPLA2 counter	0	-1	5	-4	3
LYPLA1 inh	-1	-2	2	-1	-1
GSTO1 inh	-4	8	-3	-12	5
PAFAH1B3 inh	9	9	12	0	-4

6) Cc1ccnc(NC(=O)CNC(=O)c2sc3ccccc3c2Cl)c1
7) COC(=O)c1c(-c2ccc(SC)cc2)sc2ccccc12
8) COC(=O)c1ccc(/C=C/C(=O)c2cccc(OC)c2)cc1
9) CC(C)(C)OC(=O)NCC(=O)NCC(=O)OCc1ccccc1
10) Cc1ccc(NC(=S)NCCN(C2CCCCC2)C2CCCC2)cc1
Assay by compound	6	7	8	9	10
ZTA counter	17	8	4	8	-6
PAFAH2 FP inh	1	-2	-11	-5	-5
PREPL inh	6	37	-6	-1	34
EBNA-1 inh	8	/	5	2	9
PAD4 FP inh	1	3	-1	0	1
LYPLA2 counter	5	0	-7	4	10
LYPLA1 inh	0	-1	-3	0	1
GSTO1 inh	-1	/	-3	2	-8
PAFAH1B3 inh	-7	9	-4	6	0

11) COc1cc(C(=O)NCCCc2ccccc2)cc(OC)c1OC
12) Cc1cccc(NS(=O)(=O)c2cccc(C(=O)N3CCCCCC3)c2)c1
13) CCC(C)NC(=O)C1CCCN1S(=O)(=O)c1ccc(Cl)cc1 (stereo not drawn)
14) CC(CC(=O)N1CCc2ccccc21)n1cccn1 (stereo not drawn)
15) COC(=O)c1cccc(Nc2nc(-c3ccncc3)nc3ccccc23)c1
Assay by compound	11	12	13	14	15
ZTA counter	2	19	4	0	-7
PAFAH2 FP inh	7	7	-5	8	-5
PREPL inh	9	8	4	8	5
EBNA-1 inh	-4	11	5	-11	-16
PAD4 FP inh	-6	-4	4	-1	4
LYPLA2 counter	1	-2	5	13	5
LYPLA1 inh	1	2	-1	1	-3
GSTO1 inh	0	7	2	9	-4
PAFAH1B3 inh	11	8	7	3	15

16) CC(OC(=O)CN1C(=O)c2ccccc2C1=O)C(=O)c1ccccc1 (stereo not drawn)
17) COc1cc(CNCc2cccnc2)ccc1OCC(=O)NC(C)(C)C
18) CCc1ccc(CNC(=O)C2CCCN(c3nc4ccccc4o3)C2)cc1 (stereo not drawn)
19) COC(=O)CN1C(=O)Nc2ccc(Br)cc2C1c1ccccc1Cl (stereo not drawn)
20) Cc1cc(=O)oc(C)c1C(=O)N1CCc2c([nH]c3ccccc23)C1C(C)C (stereo not drawn)
Assay by compound	16	17	18	19	20
ZTA counter	12	-4	-8	10	-1
PAFAH2 FP inh	-5	1	6	-7	4
PREPL inh	1	-7	9	-22	1
EBNA-1 inh	/	0	0	0	3
PAD4 FP inh	2	-1	0	1	-4
LYPLA2 counter	-7	-5	3	7	1
LYPLA1 inh	-3	0	0	1	0
GSTO1 inh	/	-4	0	12	3
PAFAH1B3 inh	5	2	-4	3	2

21) Fc1cccc(Cl)c1/C=N/Nc1ccccn1
22) Cc1ccc(/C=C(/NC(=O)c2ccccc2)C(=O)NC(Cc2c[nH]c3ccccc23)C(=O)O)cc1 (stereo not drawn)
23) CC(=O)Nc1cccc(NC(=O)CS(=O)(=O)c2cn(CC(=O)N3CCOCC3)c3ccccc23)c1
24) O=C(C(=O)N1CCc2ccccc2C1)N1CCc2ccccc2C1
25) CSc1ccc(CCNC(=O)C2CCCN(c3nn4c(=O)cc(C)nc4s3)C2)cc1 (stereo not drawn)
Assay by compound	21	22	23	24	25
ZTA counter	2	1	-1	22	-9
PAFAH2 FP inh	5	-3	-1	/	2
PREPL inh	-5	-6	1	9	8
EBNA-1 inh	9	3	-4	9	-5
PAD4 FP inh	-1	-5	-1	1	-6
LYPLA2 counter	3	-3	5	4	14
LYPLA1 inh	0	-1	3	-2	3
GSTO1 inh	2	2	12	-7	-3
PAFAH1B3 inh	1	12	-3	/	1

26) CC1=C(C(=O)Nc2ccc([N+](=O)[O-])cc2)C(c2cccc(C(F)(F)F)c2)NC(=S)N1c1ccccc1 (stereo not drawn)
27) O=c1cc(-c2ccccc2O)nc(-c2ccccc2)[nH]1
28) O=S(=O)([O-])C/C(=C\c1ccc(Cl)cc1)c1cc[n+](CCO)cc1
29) CC(C)(C)OC(=O)NCCc1nnc(SCc2ccccc2)o1
30) CC1=C(C(=O)OCC(C)C)C(c2ccc(F)cc2)NC(=O)N1 (stereo not drawn)
Assay by compound	26	27	28	29	30
ZTA counter	10	-10	-2	-5	15
PAFAH2 FP inh	-31	16	-3	/	-1
PREPL inh	-1	2	0	6	4
EBNA-1 inh	12	-1	3	9	14
PAD4 FP inh	-1	-3	-2	6	1
LYPLA2 counter	-36	-1	0	6	1
LYPLA1 inh	-24	1	-1	2	0
GSTO1 inh	-3	-10	9	6	-19
PAFAH1B3 inh	-8	0	8	/	1

31) CCC(NC(=O)OCc1ccccc1)C(=O)Oc1ccc2ccc(=O)oc2c1 (stereo not drawn)
32) COC(=O)C1=C(C)N(Cc2ccccc2)C(=S)N[C@H]1c1ccccc1
33) CCCn1c(SCC(=O)Nc2ccc3c(c2)OCO3)n[nH]c1=O
34) O=C(CSc1nnc(CNc2cccc(Cl)c2)o1)OC1CCCCC1
35) COC(=O)c1ccc(C(c2c(C)[nH][nH]c2=O)c2c(C)[nH][nH]c2=O)cc1
Assay by compound	31	32	33	34	35
ZTA counter	13	1	/	-3	-1
PAFAH2 FP inh	1	-16	5	2	5
PREPL inh	9	-11	7	18	-2
EBNA-1 inh	-12	0	/	-4	7
PAD4 FP inh	0	2	-3	1	-17
LYPLA2 counter	0	-1	/	5	-3
LYPLA1 inh	-2	4	/	2	1
GSTO1 inh	-2	1	/	23	9
PAFAH1B3 inh	7	-5	14	1	3

36) CC(=O)c1cc(C#N)c(SCC(=O)C(C)(C)C)nc1C
37) CCOc1ccc(Oc2ccc(Cl)cc2NC(=O)C2=COCCO2)cc1
38) CCCCNCCCOc1cccc(Cl)c1Cl
39) COc1cc([N+](=O)[O-])ccc1NC(=O)Nc1cnccn1
40) Cc1ccc(-c2nnc(SCC(=O)Nc3cccc(C(=O)N4CCOCC4)c3)n2C)cc1
Assay by compound	36	37	38	39	40
ZTA counter	-3	3	6	5	-2
PAFAH2 FP inh	-3	-2	8	-12	3
PREPL inh	7	2	-10	1	5
EBNA-1 inh	-2	1	1	-3	-3
PAD4 FP inh	-1	-6	-1	-3	3
LYPLA2 counter	-3	-2	-2	0	-1
LYPLA1 inh	0	0	-1	2	-1
GSTO1 inh	0	-5	0	-2	6
PAFAH1B3 inh	10	-2	14	2	0

41) CC(=O)N1CCN(C(=O)c2cccc(S(=O)(=O)N3c4ccccc4CC3C)c2)CC1 (stereo not drawn)
42) Cc1ccc(S(=O)(=O)N2CCOCC2)cc1NC(=O)C(c1ccc(Cl)cc1)C(C)C (stereo not drawn)
43) COc1cccc(NC(=O)N2CCCC2C(=O)NCc2ccccc2F)c1 (stereo not drawn)
44) O=[N+]([O-])c1ccc(S(=O)(=O)Nc2ccc(-c3ccc(N4CCCC4)nn3)cc2)cc1
45) CCOc1ccc(S(=O)(=O)N/N=C(\C)c2ccc(OC)cc2OC)cc1
Assay by compound	41	42	43	44	45
ZTA counter	/	-12	30	12	-27
PAFAH2 FP inh	17	-1	2	-3	2
PREPL inh	1	-7	0	9	-50
EBNA-1 inh	/	-22	9	-1	-4
PAD4 FP inh	0	-5	3	-3	-1
LYPLA2 counter	/	-10	-3	-2	2
LYPLA1 inh	/	-2	-1	0	0
GSTO1 inh	/	-4	7	4	2
PAFAH1B3 inh	10	1	0	7	-4

46) CCc1nc(C)ccc1OCC(=O)NCCCN(C)C
47) Cc1nc(N)c(Cc2ccc(Cl)cc2Cl)c(N)n1
48) Cc1cc(C)n(Cc2ccc(C(=O)O)cc2)n1
49) CSc1nncc(=O)[nH]1
50) NCCCNC(=O)c1cc2ccccc2[nH]1
Assay by compound	46	47	48	49	50
ZTA counter	-7	5	2	-10	9
PAFAH2 FP inh	2	/	5	-2	-3
PREPL inh	4	3	6	6	-37
EBNA-1 inh	-2	-3	9	-4	5
PAD4 FP inh	-1	-5	3	-3	-2
LYPLA2 counter	-2	0	2	7	-5
LYPLA1 inh	-1	-6	0	-1	-5
GSTO1 inh	-8	3	9	-3	4
PAFAH1B3 inh	6	/	4	4	-4

Rewritten with tabs: entries from further up
no.	structure	ZTA counter	PAFAH2 FP inh	PREPL inh	EBNA-1 inh	PAD4 FP inh	LYPLA2 counter	LYPLA1 inh	GSTO1 inh	PAFAH1B3 inh
38	CCCCNCCCOc1cccc(Cl)c1Cl	6	8	-10	1	-1	-2	-1	0	14
39	COc1cc([N+](=O)[O-])ccc1NC(=O)Nc1cnccn1	5	-12	1	-3	-3	0	2	-2	2
40	Cc1ccc(-c2nnc(SCC(=O)Nc3cccc(C(=O)N4CCOCC4)c3)n2C)cc1	-2	3	5	-3	3	-1	-1	6	0
41	CC(=O)N1CCN(C(=O)c2cccc(S(=O)(=O)N3c4ccccc4CC3C)c2)CC1 (stereo not drawn)	/	17	1	/	0	/	/	/	10
42	Cc1ccc(S(=O)(=O)N2CCOCC2)cc1NC(=O)C(c1ccc(Cl)cc1)C(C)C (stereo not drawn)	-12	-1	-7	-22	-5	-10	-2	-4	1
43	COc1cccc(NC(=O)N2CCCC2C(=O)NCc2ccccc2F)c1 (stereo not drawn)	30	2	0	9	3	-3	-1	7	0
44	O=[N+]([O-])c1ccc(S(=O)(=O)Nc2ccc(-c3ccc(N4CCCC4)nn3)cc2)cc1	12	-3	9	-1	-3	-2	0	4	7
45	CCOc1ccc(S(=O)(=O)N/N=C(\C)c2ccc(OC)cc2OC)cc1	-27	2	-50	-4	-1	2	0	2	-4
46	CCc1nc(C)ccc1OCC(=O)NCCCN(C)C	-7	2	4	-2	-1	-2	-1	-8	6
47	Cc1nc(N)c(Cc2ccc(Cl)cc2Cl)c(N)n1	5	/	3	-3	-5	0	-6	3	/
48	Cc1cc(C)n(Cc2ccc(C(=O)O)cc2)n1	2	5	6	9	3	2	0	9	4
49	CSc1nncc(=O)[nH]1	-10	-2	6	-4	-3	7	-1	-3	4
50	NCCCNC(=O)c1cc2ccccc2[nH]1	9	-3	-37	5	-2	-5	-5	4	-4

(next part)
51) CC(=O)Nc1ccc(NC(=O)C(C)OC(=O)c2ccc(OCc3c(C)noc3C)cc2)cc1 (stereo not drawn)
52) O=c1[nH]ncn1-c1cccc(C(F)(F)F)c1
53) N#CC1(NC(=O)COC(=O)c2nc(Cl)ccc2Cl)CCCCC1
54) COC1=C(Nc2ccccc2OC)C(=O)c2ccccc2C1=O
55) O=C(CCCCCCCCC(=O)N/N=C/c1ccco1)N/N=C/c1ccco1
56) O=C(NCCc1nc2ccccc2[nH]1)c1ccc(Cl)c([N+](=O)[O-])c1
Assay by compound	51	52	53	54	55	56
ZTA counter	8	-12	19	-12	-4	-12
PAFAH2 FP inh	-7	5	7	/	1	-14
PREPL inh	0	-4	-5	-1	-34	3
EBNA-1 inh	-2	-6	5	-11	-1	-2
PAD4 FP inh	-2	2	-1	-5	-1	1
LYPLA2 counter	1	-1	15	4	4	4
LYPLA1 inh	0	2	4	2	2	3
GSTO1 inh	2	15	8	10	-3	8
PAFAH1B3 inh	5	-3	10	/	-10	7

Compound activity from PubChem BioAssay.
